# S2 tox: Viability Counterscreen for Primary qHTS for Inhibitors of ATXN expression; 400,000 compounds, 0.49% hits; S2 cells (HEK-293 line with an ATXN2-luciferase reporter) viability, CellTiter-Fluor protease fluorescence, 24 h; Potency, µM (top dose mostly 56.7 µM), usual class: cytotoxic; note: potency is the fitted concentration of half-maximal effect; nearly all actives have a fitted effect of over 40% in size
# pAkt inh: HTS Assay for Inhibitors of Akt Phophorylation: Primary Screen; 360,000 compounds, 0.32% hits; activity change, % for hits at 50 µM; AID 651550, 2012; Neuro2A IGF-stimulated pAkt S473 HTRF, 20 min; hits give low values; in the data active = activity change below about -80%; inconclusive = mostly about -51% to -80%; note: % is set by controls: 0 for no effect and ±100 for the full control effect
#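 Single-point screen (50 µM final compound) in Neuro2A cells stimulated 20 min with 6 nM IGF at 37 deg C. After lysis, Ser473-phosphorylated Akt read by HTRF (ex 330 nm, em 615/665 nm) as the 665/615 ratio.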
# Nrf2 activator: qHTS of Nrf2 Activators; Potency, µM (titrated, usually from 46.1 µM), inactives show at the top dose activation, most hits filed as activators; AREc32 ARE-luciferase reporter (MCF7-derived line), luminescence, 24 h; 410,000 compounds, 0.31% hits; note: potency is the fitted concentration of half-maximal effect; % of control where 0% means no effect; nearly all actives have a fitted effect of over 65% in size
#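 Luminescent ARE reporter assay in AREc32_Fluc cells: overnight plating at 37 deg C, 24 hr compound incubation, Steady-Glo added, 30 min RT before reading.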
# A549 tox: Nrf2 qHTS screen for inhibitors: counterscreen for cytotoxicity; A549 ARE-Fluc cells, CellTiter-Fluor viability, 18-24 h; Potency, µM (titrated, usually from 46 µM), for inactives: at the top dose activity change, negative = cytotoxicity, most hits filed as inhibitors; 390,000 compounds, 0.16% hits; note: potency is the fitted concentration of half-maximal effect; % is set by controls: 0 for no effect and ±100 for the full control effect
#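 A549 ARE-Fluc cells in 5% FBS OPTI-MEM, 5000 cells/well, rested 2 h then exposed to compounds in concentration-response for 18-24 h at 37 °C. Viability by CellTiter-Fluor fluorescence (Ex 405/Em 525) after 30 min; luciferase luminescence (BugLite, 15 min, RT) read afterwards.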
# TGFb SMAD3 inh: qHTS for Inhibitors of TGF-b. Potency, µM (highest dose often 46.1 µM), for inactives: top-dose activity, negative = inhibition, actives largely listed as inhibitors. 410,000 compounds, 1.2% hits. HepG2 CAGA-GFP TGF-b/SMAD3 reporter, GFP fluorescence, 18 h; TGF-beta stimulated, 500 pg/mL final; note: potency is the fitted concentration of half-maximal effect; % is set by controls: 0 for no effect and ±100 for the full control effect; nearly all actives have a fitted effect of over 65% in size
#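 Per well, imaged GFP fluorescence of HEPG2 CAGA-GFP cells gives the signal; cells get compound, then TGF-beta (500 pg/mL final), 18 h at 37 degrees C; %Activity versus -TGF-beta and +DMSO controls.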
# HepG2 viability: qHTS for Inhibitors of TGF-b: Cytotox Counterscreen | HepG2 CAGA-GFP viability, ATP luminescence, 18 h | Potency, µM (series often up to 46.1 µM), without a hit: at the top dose activity change, negative = cytotoxicity, usual class: cytotoxic | 410,000 compounds, 0.76% hits; note: potency is the fitted concentration of half-maximal effect; some results filed as inactive show a strong effect at the top dose
#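 CellTiter-Glo luminescence gave cytotoxicity after 18 hours at 37 degrees C. The cells were HepG2 CAGA-GFP in 1% FBS DMEM, stimulated with 500 pg/mL TGF-beta after compound addition. %Activity was normalised to no-cell wells (complete cell-killing) and DMSO (no toxicity), and curves were fitted and classified.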
# MmCpn inh: Inhibitors of TCP-1 ring complex (TRiC) of Methanococcus maripaludis (MmCpn): qHTS | Chaperonin Mm-Cpn (Methanococcus maripaludis) | purified Mm-Cpn ATPase, ADP Transcreener TR-FRET | Potency, µM (highest dose often 76.9 µM), inactives show at the highest dose activity, negative = inhibition, hits mostly inhibitors | 330,000 compounds, 0.031% hits; note: potency is the fitted concentration of half-maximal effect; % is set by controls: 0 for no effect and ±100 for the full control effect; nearly all actives have a fitted effect of over 80% in size
#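 25 nM Mm-CPN + cpd, 10 min 37°C; + 10 uM ATP, 30 min 37°C; buffer 30 mM Tris pH 7.4, 100 mM KCl, 5 mM MgCl2, 1 mM DTT; Transcreener ADP HTRF detection 30 min RT.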
# CCT chaperon mod: High-Throughput Screening for Modulators of Cytosolic Chaperonin Activity | purified chaperonin ATPase assay, HTRF ADP detection, 30 min | activity change, % (no concentration beside the values), hits read low | 360,000 compounds, 0.3% hits | AID 651819, 2012; in the data active = activity change below about -30%; note: % is set by controls: 0 for no effect and ±100 for the full control effect
#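 ATPase activity: ADP formed was measured by HTRF Transcreener (665/615 nm ratio) after 30 min at 37 deg C with 10 uM ATP. Compounds screened at one 76 uM concentration against 40 or 20 nM TRiC in Tris pH 7.4/KCl/MgCl2/DTT buffer.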
# Nrf2 block: Nrf2 qHTS screen for inhibitors; A549 ARE-Fluc reporter, luciferase luminescence, 18-24 h; Potency, µM (series often up to 46 µM), for inactives: at the highest dose activity change, negative = inhibition, usual class: inhibitors; 360,000 compounds, 2.1% hits; AID 504444, 2011; note: potency is the fitted concentration of half-maximal effect; % is set by controls: 0 for no effect and ±100 for the full control effect; nearly all actives have a fitted effect of over 60% in size
#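 Nrf2 function is reported as luminescence of an ARE-controlled luciferase in A549 cells. Compounds were tested at several concentrations, and a CellTiter-Fluor read on the same wells flagged cytotoxicity.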
# * = called active by the depositor; i = inactive; ? = inconclusive; · = not tested or not shown; & = joins results of further samples. Unless noted, calls come from the whole dose curve; as a rule, active = well fitted curve in the direction sought with a large enough effect; inconclusive = small, poorly fitted or top-dose-only effect, or another doubt; inactive = no such curve, though single readings can be large; an effect the other way counts as inactive or inconclusive. This is a random part of the collection. Share with any hit: about 4.4%.
structure | S2 tox | pAkt inh | Nrf2 activator | A549 tox | TGFb SMAD3 inh | HepG2 viability | MmCpn inh | CCT chaperon mod | Nrf2 block
COc1cc(/C=N/NC(=O)c2ccc(NC(=O)C3CC3)cc2)ccc1OC(C)=O | ? | i | 0.2% | -1% | 9% | 7% | -2% | -3.3 | 0%
COc1ccc(Cn2nnnc2C(c2ccccc2)N2CCN(C3CCCC3)CC2)cc1 (centres undefined) | i | i | 0.2% | 0% | 1% | -12% | 1% | -0.8 | 25%
O=C(Nc1ccc(S(=O)(=O)Nc2nccs2)cc1)c1nn(-c2ccccc2)ccc1=O | · | · | 0.2% | -2% | -18% | -11% | 1% | -0.3 | 4%
CC1CC(C)CN(c2ncc3c(n2)CC(c2ccccc2Cl)CC3=O)C1 (centres undefined) | i | · | -1.0% | -6% | ? | 0% | 0% | -2.6 | -10%
CN(C)c1ccc(C(C[N+](=O)[O-])c2c(N)n(C)c(=O)n(C)c2=O)c(F)c1C#N (centres undefined) | · | i | ? | -18% | ? | 11µM* | 1% | -0.6 | ?
O=C(CSc1nccc(=O)[nH]1)NC1CCCC1 | i | i | -0.4% | -12% | 6% | 2% | 0% | -0.5 | -8%
CC(C)CN(CCNC(=O)CN1C(=O)COc2ccc(S(=O)(=O)N3CCOCC3)cc21)CC(C)C | i | i | -0.6% | -10% | 2% | -1% | -1% | 0.2 | -2%
Cc1cccc2c1-c1sc(C(=O)Nc3ccccc3N3CCN(C)CC3)cc1CO2 | ? | i | -0.4% | 1% | ? | 16µM* | 0% | -1.8 | -11%
Cc1nnc2sc(-c3ccc(NC(=O)CSc4ccc(Cl)cc4)cc3)nn12 | i | i | -0.7% | 5% | -3% | -25% | -22% | 2.0 | -20%
Cc1ccc(NC2CCCN(C(=O)c3ccccc3N3CCOCC3)C2)cc1C (centres undefined) | i | i | -0.7% | -1% | ? | -12% | 0% | 0.1 | 7%
c1ccc(Cn2cc(-c3cccnc3)cn2)cc1 | i | i | 0.3% | -4% | 8% | -22% | 1% | -6.2 | 29%
O=[N+]([O-])c1ccc(N2CCN(CCO)CC2)c2ncccc12 | ? | i | 0.3% | -18% | 11% | -1% | 3% | -0.8 | 4%
COc1ccc(S(=O)(=O)c2c(Nc3ccc(F)cc3)sc(C(=O)c3ccc(C)cc3C)c2N)cc1 | ? | · | 0.3% | -9% | -25% | -2% | · | · | ·
COc1cccc(NS(=O)(=O)c2ccc(S(=O)(=O)N3CCOCC3)cc2)c1 | i | i | -0.1% | -5% | 1% | -6% | 0% | -2.3 | ?
COc1ccc(OC)c(NC(=O)C2CCCN(S(=O)(=O)c3ccc4c(c3)CCCC(=O)N4)C2)c1 (centres undefined) | i | · | 0.6% | 9% | 13% | -13% | · | · | -14%
O=C(C1CCN(S(=O)(=O)c2cccc3nsnc23)CC1)N1CCCc2ccccc21 | i | i | -0.6% | -10% | -3% | -7% | 0% | -1.5 | ?
CCN1C(=O)CC2(C[N+]3(C)CCC2CC3)C1=O (centres undefined) | ? | i | -0.1% | -2% | 4% | 6% | 0% | -8.0 | 7%
CC(C)C(NS(=O)(=O)c1cccc(C(F)(F)F)c1)C(=O)O (centres undefined) | i | i | -0.6% | 8% | 1% | 1% | 0% | 0.1 | -6%
C/C(Cl)=C/Cn1c(NCCCn2ccnc2)nc2c1c(=O)[nH]c(=O)n2C | i | i | 0.3% | -4% | -10% | -8% | 0% | 0.8 | -5%
COc1ccc(N(CC(=O)NCCSC2CCCCC2)S(C)(=O)=O)c(OC)c1 | i | i | -0.1% | ? | -6% | -6% | -2% | -7.9 | 0%
Cc1c(C(=O)NCCN2C(=O)S/C(=C\c3cccs3)C2=O)cccc1[N+](=O)[O-] | i | i | 0.8% | -2% | -1% | -17% | -1% | 1.9 | 0%
COC(=O)c1sc(C(F)(F)F)c(-c2ccccc2)c1S(=O)(=O)N1CCOCC1 | i | i | -0.6% | -2% | -10% | 1% | · | -2.6 | -4%
COC(=O)c1ccccc1NC(=O)Cn1c(=O)nc(-c2ccccc2)c2cc(Cl)ccc21 | · | · | 3.9% | -1% | 1% | -15% | · | · | ·
COc1ccc(C2CC(c3cccs3)=NN2C(=O)CSc2nc(=O)n3cc(C)ccc3n2)cc1 (centres undefined) | i | i | 7.6% | -16% | -24% | -16% | -28% | -0.8 | -29%
O=C(Nc1cccc(-c2nc3ncccc3o2)c1)c1ccco1 | i | i | -0.3% | -7% | -5% | -8% | 0% | 1.7 | ?
COc1ccccc1N1C(=O)C2C3CC(c4ccccc4)C(C3)C2C1=O (centres undefined) | i | i | -0.9% | 3% | -23% | 5% | 1% | 0.8 | -8%
Cc1ccc2nc(SCC(=O)N3CCCCCC3)nc(=O)n2c1 | i | i | 0.6% | -5% | 0% | 7% | -4% | 0.0 | 0%
COCCN(Cc1cc2cc(C)c(C)cc2nc1Cl)C(=O)N1CCOCC1 | i | i | -0.1% | 0% | 9% | -5% | 2% | -3.0 | -3%
COc1ccc(/C=N/n2nnnc2N)c(OC)c1 | i | i | 1.7% | 0% | 9% | -6% | -1% | 0.5 | 3%
CCOCCCN(C(=O)Cn1nnc2ccccc21)C(C(=O)NCc1ccco1)c1ccncc1 (centres undefined) | i | i | -0.1% | -2% | ? | -7% | -1% | -0.1 | ·
CC(=O)NS(=O)(=O)c1ccc(NC(=O)CN2C(=O)C3C4C=CC(C4)C3C2=O)cc1 (centres undefined) | i | i | -0.7% | -1% | -7% | 6% | 1% | -0.6 | 6%
Cn1c(=O)c2c(Nc3ccc(F)cc3)cc(=O)n(-c3ccccc3)c2n(C)c1=O | i | i | 0.7% | 0% | 4% | 8% | -2% | 0.7 | -7%
COc1ccc(S(=O)(=O)NC(C)(C)C)cc1-c1nnc2c3ccccc3c(C)nn12 | i | i | 0.3%&0.1% | 0%&2% | -23%&-10% | -4%&-4% | 2% | -0.6 | ?
CCN1C(=O)N/C(=C/c2ccc(C)o2)C1=O | i | i | 8.8% | 0% | -5% | 1% | 0% | -1.1 | -3%
CN(Cc1cccs1)C(=O)Cc1csc(-c2ccccc2)n1 | i | i | 2.7% | 6% | -6% | -22% | -2% | -1.3 | ?
Cc1ccc2c(c1)nnn2C1CCN(CC(=O)NCCc2nc3ccccc3[nH]2)CC1 | i | i | 0.0% | 6% | -7% | -12% | 1% | -3.1 | -39%
Cc1ccc(C2c3[nH]c4ccccc4c3C[C@H]3C(=O)N(c4ccccc4C(=O)NCCCN4CCOCC4)C(=O)N23)cc1 (some centres undefined) | ? | i | ? | 0% | ? | -64% | 1% | 0.4 | -9%
O=C(O)C1CC(=O)N(CCc2ccccc2)C1 (centres undefined) | i | i | -0.9% | 1% | 4% | 0% | -1% | -0.8 | -2%
N#Cc1ccc(C(=O)N2CCCC(c3cc(C(=O)NCc4cccnc4)no3)C2)cc1 (centres undefined) | i | i | 0.2% | · | 8% | -12% | · | -1.2 | ·
COc1ccc(-c2noc(CCC(=O)NCCCN3CCC(Cc4ccccc4)CC3)n2)cc1 | ? | i | 3.4% | ? | ? | -57% | 1% | -0.3 | ?
COc1ccc(CN2CCC(n3nccc3NC(=O)C3CC3)CC2)cc1O | i | i | -0.4% | -1% | 1% | 21% | -2% | -0.5 | 5%
C=CCN(c1ccc(C(=O)Nc2cccc([N+](=O)[O-])c2)cc1)S(C)(=O)=O | i | i | 4.0% | -3% | -1% | -6% | 2% | -3.1 | 2%
COC(=O)c1ccccc1NC(=O)c1cc(C2CC2)on1 | ? | i | 15% | 3% | 5% | -4% | 2% | 1.0 | ?
COc1ccc(N(CC(=O)NCc2ccc(F)cc2)C(=O)CCC(=O)Nc2ccccn2)cc1 | i | i | -1.1% | 0% | 13% | 2% | 1% | 0.3 | ?
COc1cccc(CNC(=O)Cc2c(C)c3cc4c(C)coc4cc3oc2=O)c1 | · | · | -0.2% | 10% | -22% | -3% | · | · | -8%
Cc1ccc(N(C(=O)c2csnn2)C(C(=O)NCc2ccccc2)c2cccnc2)cc1 (centres undefined) | i | i | 2.4% | 3% | -2% | -13% | 0% | -3.3 | 2%
CC[C@]12c3[nH]c4cc(CCC(=O)N(C)C)ccc4c3CCN1C(=O)[C@@H](CC(=O)NCc1cccc(C(F)(F)F)c1)C[C@@H]2C(=O)N1CCN(C(=O)c2ccco2)CC1 | i | i | 19% | 0% | -27% | -26% | 1% | 1.3 | 3%
COc1ccc(-c2[nH]ncc2CN(C)CCN2CCOCC2)cc1F | ? | i | -0.3% | -3% | 8% | -3% | -27% | -1.6 | 5%
Cc1ccc(OCC(=O)Nc2ccc(OCc3cc(=O)n4cccc(C)c4n3)cc2)cc1C | · | · | -0.6% | -5% | -4% | 0% | · | · | ·
O=C(CSc1ccc([N+](=O)[O-])cc1)c1ccccc1 | i | i | 5.6% | 27% | ? | 0% | · | -2.2 | 13%
COc1cc(/C=N/Nc2nc(N3CCCC3)nc(N3CCCC3)n2)ccc1O | i | i | 0.2% | 10% | -2% | -18% | 0% | -3.0 | ·

# Compounds above that contain a COOH group:
structure | S2 tox | pAkt inh | Nrf2 activator | A549 tox | TGFb SMAD3 inh | HepG2 viability | MmCpn inh | CCT chaperon mod | Nrf2 block
CC(C)C(NS(=O)(=O)c1cccc(C(F)(F)F)c1)C(=O)O (centres undefined) | i | i | -0.6% | 8% | 1% | 1% | 0% | 0.1 | -6%
O=C(O)C1CC(=O)N(CCc2ccccc2)C1 (centres undefined) | i | i | -0.9% | 1% | 4% | 0% | -1% | -0.8 | -2%
